HIV fusion peptide = inhibitors of HIV fusion peptide binding, primary screen, biochemical, uHTS, fluorescence dequenching (AID 1986); cell-free peptide binding, fluorescence dequenching, 30 min; higher % means a stronger effect; one-dose inhibition, % at 20 µM; IC50 in µM for titrated hits; 0.3% of 290,000 active; in the data active means inhibition mostly above about 52%, no sharp cut-off; inactive means mostly below about 76%; further: some results filed as inactive read as strong as hits
Autophagy HCS = autophagy modulators in MEF cells, primary screen, imaging, high-content, MEF GFP-LC3; MEF GFP-LC3 puncta imaging; test concentration mostly 10 µM; calls only at 10 µM (by protocol); 0.98% of 190,000 active;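 active means percentage of spot-positive cells more than 3 SD above its plate mean, without a fluorescence outlier flag or 80% toxicity; inconclusive means no clear call, values can overlap the other calls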;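 further: spot-positive cell cutoff set from DMSO-treated cells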
MT stabilizer = microtubule stabilizers in HeLa cells, primary screen, imaging, high-content imaging | % tubulin-high responders, % at 10 µM | 0.83% of 200,000 active | HeLa tubulin immunostaining HCS, 24 h; share of cells brighter than vehicle mean+2SD | AID 2205, 2009;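 active means plate Z-score above 3 for both tubulin-high and condensed-nucleus cell shares, with cell loss under 80%, at 10 µM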;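 further: anti alpha tubulin signal scored within the nucleus-defined area of each cell; some results filed as inactive read as strong as hits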
bCat nuc transl = modulators of beta-catenin nuclear translocation, primary screen, imaging, HeLa cells, immunofluorescence, high-content; nuclear translocation activity, % at 5 µM; 0.3% of 190,000 active; AID 1665, 2009;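 active means nuclear translocation activity above 50% at 5 µM, with a well cell count of 50 or more; inconclusive means wells under 50 cells across six images, flagged as toxic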;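 further: per-cell ratio of nuclear to cytoplasmic median beta-catenin stain intensity; plate controls were DMSO negative control for no effect and GSK-3 inhibitor IX positive control for full effect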
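System: Human HeLa cells, endogenous beta-catenin | Compound dosing: 5 µM primary, 0.02–20 µM confirmation | Timing: 24 h compound exposure at 37°C, 5% CO2 | Measured by: Fluorescence imaging of beta-catenin antibody stain plus DAPI | Read-out basis: % activation of per-cell nuclear versus cytoplasmic median beta-catenin signal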
Dynein cargo inh = inhibitors of GR-EGFP nuclear translocation, primary screen, dynein cargo transport inhibitor project, imaging, high-content, 3617.4 mouse cells; test concentration mostly 20 µM; stimulated with dexamethasone, 1 µM; active compounds read low; z-score, hits read low; 0.47% of 220,000 active; AID 1381, 2008;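 active means plate z-score of nuclear minus cytoplasmic receptor signal below a set negative limit, without overly bright fluorescence or cell loss, cut at about -3.5 in these data, passing the limit was not always enough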;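 further: z-score of nuclear minus cytoplasmic ring GR-EGFP intensity difference per well; some compounds called inactive have numbers as strong as hits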
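Also added – dexamethasone, 1.0 µM final · Buffer or medium – tet-free, stripped-serum medium · Schedule – induction 48 h, compound 1 h, agonist 30 min · Detection – formaldehyde fixation, Hoechst nuclear stain, 10x automated fluorescence imaging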
WT yeast gro inh = growth inhibition of WT strain, primary screen, mitochondrial fusion inhibitor project, WT and mutant strains, chemical genetic; mitochondrial fusion phenotypic screen; inhibition, % at 10 µM; 2.1% of 190,000 active; AID 1362, 2008; in the data active means inhibition above about 58%; tested in S. cerevisiae
Yfh1-depleted yeast = enhancers of respiration in Yfh1-depleted yeast, dose response, Friedreich's ataxia, plus single-dose screen (AID 1465). fold induction at 50 µM, or EC50 in µM where a hit was titrated. S. cerevisiae Yfh1-off respiration, WST-1 reduction, 72 h; higher fold induction means a stronger effect. 0.074% of 220,000 active;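 active means fold induction of absorbance versus untreated yeast above a set limit, then at least 30% activation at any dose in follow-up; inconclusive means repeats straddling the limit, or above it without dose testing; inactive means fold induction below the set limit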;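 further: activators that raise dye reduction in frataxin-depleted yeast; strong numbers were not always called active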
AID2073 = inhibitors of Mint1-CaV2.2 protein interaction, biochemical, HTRF (AID 2073). 0.19% of 290,000 active. HTRF protein-protein interaction, Mint1-CaV2.2; higher % means a stronger effect. Voltage-dependent N-type calcium channel subunit alpha-1B (Homo sapiens). inhibition, % at 20 µM, or IC50 in µM where a hit was titrated; in the data active means inhibition mostly above about 51%, no sharp cut-off; inconclusive means no clear call, values can overlap the other calls; inactive means mostly below about 53%; further: some results filed as inactive read as strong as hits
Ins promoter up = insulin promoter activators in MIN6 cells, imaging, high-content screening, mouse beta cells; MIN6 insulin promoter-GFP reporter; active compounds read high; z-score at 5 µM; 0.3% of 190,000 active; AID 1625, 2009;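 active means z-score above 3 at 5 µM with at least 500 cells counted in the well; inconclusive means wells under 500 cells, flagged as cytotoxic or low count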
WT yeast gro inh mutant strain = second read-out of WT yeast gro inh, no call of its own (marks repeat the call); inhibition, %; mitochondrial fusion phenotypic screen, mutant strain inhibition
Dynein cargo inh cytoplasmic EGFP = recorded beside Dynein cargo inh, whose call it bears; z-score; measured here: cytoplasmic GR-EGFP intensity; active compounds read high
Dynein cargo inh nuclear GR-EGFP = further read-out of Dynein cargo inh, marked with its call; z-score; measured here: nuclear GR-EGFP intensity;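 lower value marks the stronger effect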
Dynein cargo inh cell count = further read-out of Dynein cargo inh, marked with its call; z-score; measured here: cell count per field
Ins promoter up cell count = recorded beside Ins promoter up, whose call it bears; cell count; measured here: cytotoxicity, nuclei count;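 total cells summed across four imaged fields per well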
bCat nuc transl cell count 5 µM = also measured in bCat nuc transl; calls as there; cell count; measured here: cell count, cytotoxicity flag
MT stabilizer Hoechst-high % = also measured in MT stabilizer; calls as there; % Hoechst-high responders; measured here: nuclear condensation Hoechst responders;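 share of cells brighter than vehicle mean plus two SD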
MT stabilizer cytotoxicity % = also measured in MT stabilizer; calls as there; toxicity, %; measured here: cytotoxicity by cell density;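 0% = mean cell density of plate MIN control wells and 100% = no cells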
Autophagy HCS cell loss 18 h = second read-out of Autophagy HCS, no call of its own (marks repeat the call); toxicity, %; measured here: cell loss, nuclei count;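 cell loss after 18 h compound exposure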
Numbers without * were called inactive; i = inactive; ? = inconclusive; . = not tested or not shown.

| canonical_smiles | HIV fusion peptide | Autophagy HCS | Autophagy HCS cell loss 18 h | MT stabilizer | MT stabilizer Hoechst-high % | MT stabilizer cytotoxicity % | bCat nuc transl | bCat nuc transl cell count 5 µM | Dynein cargo inh | Dynein cargo inh cytoplasmic EGFP | Dynein cargo inh nuclear GR-EGFP | Dynein cargo inh cell count | WT yeast gro inh | WT yeast gro inh mutant strain | Yfh1-depleted yeast | AID2073 | Ins promoter up | Ins promoter up cell count |
| --- | --- | --- | --- | --- | --- | --- | --- | --- | --- | --- | --- | --- | --- | --- | --- | --- | --- | --- |
| C#CCOCCOCCOCCNc1nc(N2CCN(C(=O)[C@H](CCC(=O)O)n3cc(C(N)CC(C)C)nn3)CC2)nc(N2CCN(C(=O)[C@H](Cc3cc4ccccc4[nH]3)n3cc(C(N)CC(C)C)nn3)CC2)n1 (stereo partly drawn) | -1.2% | i | -3 | 1.9 | 1.7 | 3.2 | -3.2 | 1228 | -1.3 | -0.29 | -0.39 | 0.46 | -28 | -20 | . | 7% | -1.1 | 1429 |
| CC(C)(C)c1cn(-c2ccccc2)c(=S)[nH]1 | -1.8% | i | 1 | 4.4 | 4.0 | 8.8 | -0.7 | 1362 | -1.1 | 0.17 | -0.48 | 0.86 | 18 | 12 | i | -11% | -0.02 | 1335 |
| CCCOc1ccc(/C=C/C(=O)Nc2ccc([N+](=O)[O-])cc2C)cc1OC | -1.9% | i | 36 | 1.7 | 2.0 | 9.2 | -0.3 | 1305 | 1 | -0.058 | 0.2 | -0.44 | 9 | 11 | i | -5% | -0.1 | 1556 |
| COc1ccc(N2CCN(C(=O)c3ccc4c(Cl)c5c(nc4c3)CCCC5)CC2)cc1 | 0.9% | i | 1 | 2.9 | 2.2 | 12 | -0.8 | 538 | -0.4 | -0.26 | 0.43 | 0.26 | 10 | 3 | i | -5% | -1.3 | 1243 |
| Cc1cccc(NC(=O)CN(C)S(=O)(=O)c2cccc3cccnc23)c1C | 0.0% | . | . | . | . | . | 0.4 | 1292 | -0.0024 | -0.16 | 0.56 | -0.95 | . | . | i | 2% | 0.15 | 1055 |
| CCC(=O)N(Cc1cc2cc(OC)ccc2[nH]c1=O)c1cc(C)ccc1C | 1.1% | i | 10 | 6.0 | 3.7 | 0.8 | . | . | -0.087 | -0.12 | 0.3 | -0.51 | -6 | -16 | i | 19% | 0.94 | 1608 |
| CC(C)(C)c1ccc(-c2nc3n(c(=O)c2C#N)CCS3)cc1 | -0.7% | i | 19 | 3.3 | 2.9 | 14 | -0.7 | 585 | 0.88 | -0.043 | 1.4 | -2.1 | 3 | 18 | i | ? | . | . |
| COC(=O)c1c(NC(=O)CN2CCCc3ccccc32)sc(C)c1C | 0.4% | i | -10 | 4.2 | 3.9 | 13 | . | . | -0.058 | -0.26 | -0.41 | 0.051 | -13 | -34 | i | 12% | 0.48 | 1326 |
| COc1c(C(=O)NNC(=O)c2ccccc2)csc1Br | -2.0% | . | . | . | . | . | 0.0 | 1321 | 0.41 | -0.18 | 0.2 | -1.9 | . | . | i | -2% | -1.2 | 1410 |
| Cc1occc1C(=O)NCCc1ccc(Cl)cc1 | 0.3% | i | -10 | 0.9 | 1.0 | 1.7 | . | . | 2.5 | -0.061 | 1.9 | -2.1 | 7 | 7 | i | 13% | 0.54 | 920 |
| CCOc1cc2[nH]c(=S)n(C3CCN(Cc4ccccc4)CC3)c(=O)c2cc1OCC | 0.8% | i | -40 | 1.6 | 1.4 | 9.3 | -0.9 | 1127 | 0.12 | -0.26 | 0.053 | 0.077 | 5 | 20 | i | -16% | -1.5 | 1097 |
| COC(=O)CSc1nc2c(c(=O)[nH]c(=O)n2C)n1CCC(C)C | 2.0% | i | -4 | 3.3 | 1.9 | 6.2 | -0.1 | 1167 | 0.12 | -0.22 | 0.47 | 0.72 | 0 | 0 | i | 1% | . | . |
| C=C1N(C)c2cc([N+](=O)[O-])c(N)cc2C1(C)C | -5.0% | i | 3 | 3.9 | 2.3 | 6.8 | 0.3 | 1028 | -1 | -0.27 | -0.76 | 0.47 | 10 | 14 | i | 44% | -1.5 | 1413 |
| COC(=O)c1cc(=O)n(Cc2cccs2)c(=Nc2ccccc2)s1 | -1.5% | . | . | . | . | . | 0.2 | 1337 | -4.4* | 0.66* | -2* | 0.084* | . | . | i | -21% | 0.11 | 986 |
| COc1cc(OC)cc(C(=O)NCC(=O)OCC(=O)c2ccc3c(c2)-c2ccccc2C3)c1 | 7.3% | i | 7 | 11 | 2.4 | 3.6 | -3.4 | 1088 | -0.5 | -0.063 | -0.48 | 0.43 | -5 | -5 | i | 25% | 1.2 | 1389 |
| Cc1ccc(-n2ncc3c(NCCCN4CCCC4=O)ncnc32)c(C)c1 | -2.7% | i | -3 | 3.2 | 2.5 | 7.8 | -0.9 | 554 | -0.87 | -0.33 | 0.3 | 0.81 | -2 | -12 | i | 7% | -0.24 | 1209 |
| O=C(NCc1ccccc1)NC1(C(=O)N2CCCC2)CCCCC1 | -1.5% | i | 8 | 4.1 | 3.0 | 7.1 | -0.3 | 856 | -0.6 | -0.4 | -0.33 | -0.13 | -12 | -33 | i | 23% | 0.43 | 1189 |
| CCC(=O)OCC(=O)Nc1cc([N+](=O)[O-])ccc1Cl | 1.1% | i | 5 | 4.1 | 1.9 | 3.5 | 0.4 | 1087 | 0.56 | -0.3 | -0.025 | -0.019 | -11 | 16 | i | -3% | -0.51 | 1230 |
| Nc1nnc(CCc2ccccc2)s1 | -0.7% | i | 6 | 2.4 | 1.8 | 6.8 | -3.5 | 923 | 0.14 | -0.17 | 0.19 | 0.36 | 8 | -3 | i | 10% | 0.52 | 1051 |
| O=C1/C(=C/c2ccc([N+](=O)[O-])cc2)CCc2ccccc21 | -1.8% | . | . | . | . | . | 0.6 | 1267 | -2.3 | -0.4 | -1.5 | 0.042 | . | . | i | 4% | -0.63 | 1054 |
| O=C(O)C1(P(=O)(c2ccc(Cl)cc2)c2ccc(Cl)cc2)CCCC1 | 0.0% | i | -27 | 1.7 | 1.3 | 2.5 | 0.2 | 1518 | -0.6 | -0.28 | -0.3 | 0.68 | 1 | 6 | i | 45% | -0.61 | 1521 |
| CCOc1ccc(-c2n[nH]c(C)c2Oc2ccc(OC)cc2)c(O)c1 | 0.2% | i | 1 | 5.9 | 2.3 | 11 | -5.4 | 1185 | 0.23 | -0.41 | -0.07 | 1.4 | 20 | 11 | i | 8% | -0.43 | 868 |
| COc1cc2ncc(C(=O)c3ccccc3)c(N3CCN(Cc4ccccc4)CC3)c2cc1OC | -0.8% | . | . | . | . | . | 1.4 | 1318 | -0.6 | -0.25 | -0.35 | 1.1 | . | . | i | 7% | 0.28 | 975 |
| Fc1ccc(C2=Nn3c(Cc4ccccc4F)nnc3SC2)cc1 | 1.8% | i | 3 | 4.3 | 2.0 | 7.1 | 0.0 | 1401 | 1.1 | -0.44 | 0.62 | -0.51 | 2 | -6 | i | -2% | -0.07 | 1457 |
| O=C(CC(Nc1ccc(F)cc1)c1ccccc1)c1ccccc1 (stereo not drawn) | -0.8% | i | 0 | 5.1 | 2.3 | 9.2 | 1.2 | 1125 | -0.058 | -0.27 | 0.22 | -0.15 | 78* | 18* | i | -3% | 1.2 | 1616 |
| COc1ccc(NC(=O)c2ccc3nc(-c4ccccc4)c(-c4ccccc4)nc3c2)c(OC)c1 | 1.9% | i | -8 | 4.8 | 5.9 | 8.0 | 1.6 | 1043 | 1 | -0.25 | 0.5 | -0.25 | 2 | -7 | i | 20% | -1.1 | 1239 |
| CCOc1cc(CN2CCC(CO)(Cc3cccc(C(F)(F)F)c3)CC2)ccc1OC | 0.1% | i | 21 | 2.6 | 3.0 | 2.8 | 0.9 | 1003 | -0.075 | -0.21 | 0.11 | 0.24 | 5 | 3 | i | -3% | -0.87 | 1465 |
| O=C(Oc1cccc(NC(=O)c2cccs2)c1)c1cccc(S(=O)(=O)N2CCCC2)c1 | -1.7% | i | -4 | 1.3 | 2.1 | 12 | 0.3 | 1175 | -1.4 | -0.069 | -0.43 | 0.69 | -30 | 11 | i | 22% | 0.49 | 1435 |
| c1ncn(C23CC4CC(CC(C4)C2)C3)n1 | 1.5% | i | 18 | 1.9 | 2.9 | 10 | -1.9 | 523 | -0.74 | -0.018 | 0.41 | 0.14 | 3 | -5 | i | 0% | 0.42 | 1306 |
| Cc1cc(Cl)n2ncc(-c3ccccc3)c2n1 | 0.6% | . | . | . | . | . | 0.3 | 1131 | -1.4 | 0.27 | -0.69 | -0.57 | . | . | i | -4% | 0.37 | 1404 |
| O=C(Cc1ccc(S(=O)(=O)N2CCCCC2)s1)Nc1cccc2ccccc12 | -0.4% | i | -2 | 3.5 | 3.1 | 6.5 | -1.5 | 909 | -0.74 | -0.22 | -0.79 | 0.81 | 1 | -16 | i | 4% | 0.22 | 1291 |

Screening data deposited in PubChem BioAssay by several laboratories.
